Rab9 promoter act: activates the Rab9 promoter | Potency, µM (series often up to 9.22 µM), for inactives: at the top dose activation, negative = inhibition, actives largely listed as activators | Huh7 Rab9 promoter-luciferase reporter, luminescence, 24 h | AID 485297 | 320,000 tested, 2.8% active; further: potency means the concentration at half of the fitted maximal effect; % of control where 0% means no effect; nearly all actives have a fitted effect of over 60% in size
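Quantitative HTS format; Huh7 Rab9-luciferase reporter cells (1500/well) receive compound 2 h post-plating, incubate 24 h at 37 °C, then get luciferase reagent for 10 min before luminescence reading.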
ELG1 genotox: induces genotoxicity in HEK293T cells with luciferase-tagged ELG1; HEK293T ELG1-luciferase reporter, luminescence, 16 h; Potency, µM (series often up to 46 µM), for the others: at the top dose activity change, positive = activation, actives largely listed as activators; 330,000 tested, 1.3% active; further: potency means the concentration at half of the fitted maximal effect; % of control where 0% means no effect; nearly all actives have a fitted effect of over 60% in size
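After overnight (16 hr) compound treatment at 37 °C, ELG1-luciferase HEK293T cells were lysed with ONE-Glo; luminescence quantified 30 min later at room temperature.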
NPC1 promoter act: activates the NPC1 promoter. Huh7 NPC1 promoter luciferase reporter, 24 h. Potency, µM (top dose mostly 9.22 µM), for the others: top-dose activation, actives largely listed as activators. 320,000 tested, 2.4% active;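 further: potency means the concentration at half of the fitted maximal effect; % of control where 0% means no effect; nearly all actives have a fitted effect of over 60% in size; reporter is driven by a mutant NPC1 promoter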
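Quantitative HTS used a cell-based reporter: Huh7 cells stably bearing the NPC1 promoter upstream of luciferase were treated with compounds for 24 h, and promoter activation was read as luminescence.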
VP16 counter: Gal4-VP16 reporter inhibition counter-screen; Potency, µM (series often up to 53.6 µM), without a hit: at the top dose activity, negative = inhibition, actives largely listed as inhibitors; 310,000 tested, 3.5% active; Drosophila S2 Gal4-VP16 UAS-luciferase, luminescence, 20 h;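 further: Gal4-VP16 expression switched on by copper sulfate through the metallothionein promoter; potency means the concentration at half of the fitted maximal effect; on the % scale 0 is the no-effect control and ±100 the full control effect; nearly all actives have a fitted effect of over 50% in size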
FLuc modulator: inhibits or activates purified firefly luciferase, miR-21 counter-screen. P08659. purified FLuc, Km substrates, luminescence inhibition. Potency, µM (titrated, usually from 57.5 µM), for the others: at the highest dose activity change, negative = inhibition, hits mostly inhibitors. 360,000 tested, 6.9% active;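 further: potency means the concentration at half of the fitted maximal effect; plate controls were vehicle for no effect and reference inhibitor for full effect; nearly all actives have a fitted effect of over 55% in size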
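Biochemical qHTS of compounds, final roughly 60 µM downward over six points, against 10 nM purified firefly luciferase using Km concentrations of substrates (10 uM D-luciferin, 10 uM ATP) in Tris acetate pH 7.5 buffer; luminescence output.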
p53 reactivation: mutant p53 re-activation in reporter cells; AID 504706; 320,000 tested, 0.063% active; H1299 p53-A138V BP100-luciferase reporter, luminescence, 24 h; Potency, µM (doses to about 92.2 µM), for inactives: at the top dose activity change, positive = activation, actives largely listed as activators; further: potency means the concentration at half of the fitted maximal effect; % of control where 0% means no effect; nearly all actives have a fitted effect of over 45% in size
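H1299 (p53-null), stable ts p53-A138V + BP100-Luc; 1000 cells/well, Opti-MEM/10% FBS; cpd 4 pt, 1:5; 24 h, 37 deg C, 5% CO2; detection reagent 10 min RT; luminescence.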
RORgamma inh: inhibitors of mouse ROR gamma transcriptional activity. P51450. Drosophila S2 Gal4-RORgamma UAS-luciferase reporter, 20 h. Potency, µM (top dose mostly 53.6 µM), for inactives: top-dose activity change, negative = inhibition, actives largely listed as inhibitors. 310,000 tested, 5.4% active; further: potency means the concentration at half of the fitted maximal effect; on the % scale 0 is the no-effect control and ±100 the full control effect; nearly all actives have a fitted effect of over 60% in size
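A Gal4/UAS one-hybrid system in insect cells: metallothionein-promoter Gal4–ROR gamma fusion plus Photinus luciferase reporter. Copper sulfate 700 uM final, 20 hr ambient incubation, luminescent detection after 10 min with reagent.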
Giardia killer: kills Giardia lamblia | Giardia lamblia trophozoite viability | activity change, % at 7.66 µM, hits read low | 340,000 tested, 0.15% active; in the data active means activity change below about -80%; inconclusive means between about -30% and that limit;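 further: parasites exposed to compound for two days anaerobically before the ATP read; on the % scale 0 is the no-effect control and ±100 the full control effect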
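Each well holds 100 Giardia trophozoites and compound. After two days (48 hrs) at 37 deg C in anaerobic conditions, ATP is quantified by luminescence.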
BRCA1 expr act: increases BRCA1 expression | Potency, µM (top dose mostly 46.1 µM), for inactives: top-dose activation, hits mostly activators | AID 624202 | MCF7-BRCA1-FFLuc reporter, luminescence, 48 h; response scale: scaled: vehicle 0%, 10 µM genistein 100% | 380,000 tested, 1.1% active; further: potency means the concentration at half of the fitted maximal effect; nearly all actives have a fitted effect of over 80% in size; some results filed as inactive show a strong effect at the top dose
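Activators of BRCA1 expression were detected as increased firefly luciferase luminescence in engineered MCF7 cells after 48 h compound incubation. Signals were scaled to genistein 10 microM as full activation.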
Menin-MLL TR inh: menin-MLL binding inhibition, Texas Red mutant peptide. Potency, µM (highest dose often 61.6 µM), inactives show top-dose FP activity change, negative = inhibition, hits mostly inhibitors. O00255. Menin + Texas Red MLL mutant peptide, fluorescence polarization. 270,000 tested, 0.23% active; active means well fitted inhibition curve with a large enough effect in the polarisation, with a control signal flat, not every such curve was filed as active; inconclusive means small, poorly fitted or top-dose-only effect, or effect the other way, or a change in a side signal; inactive means no such curve, though single readings can be large or run the other way; the % refers to the polarisation; further: potency means the concentration at half of the fitted maximal effect; % of control where 0% means no effect; many of its hits are not listed in these tables
Target sequence (O00255 whole entry, looked up): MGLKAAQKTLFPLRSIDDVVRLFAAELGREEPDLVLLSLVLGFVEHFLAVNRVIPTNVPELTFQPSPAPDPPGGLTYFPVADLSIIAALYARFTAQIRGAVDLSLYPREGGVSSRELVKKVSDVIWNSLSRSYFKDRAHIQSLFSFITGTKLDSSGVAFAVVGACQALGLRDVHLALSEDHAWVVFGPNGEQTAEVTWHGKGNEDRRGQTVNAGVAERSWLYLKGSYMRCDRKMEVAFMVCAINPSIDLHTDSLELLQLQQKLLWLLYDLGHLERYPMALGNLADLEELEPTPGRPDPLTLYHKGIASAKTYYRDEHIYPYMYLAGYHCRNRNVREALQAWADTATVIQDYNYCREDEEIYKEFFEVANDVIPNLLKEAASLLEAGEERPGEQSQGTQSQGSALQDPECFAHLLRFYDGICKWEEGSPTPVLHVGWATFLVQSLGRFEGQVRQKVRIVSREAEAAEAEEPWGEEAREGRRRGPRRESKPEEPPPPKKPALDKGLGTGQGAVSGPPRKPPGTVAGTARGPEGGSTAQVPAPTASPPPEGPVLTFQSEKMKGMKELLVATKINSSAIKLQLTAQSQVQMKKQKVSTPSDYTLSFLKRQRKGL
PKM2 act: activators of human pyruvate kinase M2; purified PKM2, Kinase-Glo ATP luminescence, activation; response scale: 0% is enzyme alone, no compound; Potency, µM (titrated, usually from 57.5 µM), without a hit: top-dose activation, usual class: activators; P14618; 260,000 tested, 0.34% active; further: potency means the concentration at half of the fitted maximal effect; on the % scale 0 is the no-effect control and ±100 the full control effect; nearly all actives have a fitted effect of over 55% in size
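hPK-M2, >95% pure; 0.1 mM ADP / 0.5 mM PEP final; imidazole pH7.2 buffer w/ 7 mM MgCl2, 50 mM KCl; 1 h RT; Kinase-Glo lum. Intermediate enzyme activity for dual inhibitor/activator qHTS.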
Numbers without * were called inactive; ? = inconclusive; . = not tested or not shown; [ ] = dose if it differs, or a comment. Unless noted, the call rests on the fitted dose curve; in most records, active means well fitted curve in the direction sought with a large enough effect; inconclusive means small, poorly fitted or top-dose-only effect, or another doubt; inactive means no such curve, though single readings can be large; an effect the other way counts as inactive or inconclusive.

Second line of a record – Rab9 promoter act	ELG1 genotox	NPC1 promoter act	VP16 counter	FLuc modulator	p53 reactivation	RORgamma inh	Giardia killer	BRCA1 expr act	Menin-MLL TR inh	PKM2 act
- Cc1ccccc1C1CC(c2ccc(F)cc2)Nc2nc(N)nn21 (configuration not stated)
 : -3%	1%	1%	-16%	1%	-1%	-12%	1	12%	4%	-1%
- CCN1CCN(CCC(=O)Nc2ccc3c(c2)OCO3)CC1
 : -14%	0%	-4%	-10%	0%	13%	17%	7	29%	20%	8%
- Cc1cc(Cn2nc(-c3ccccc3)cc2C(=O)NCc2cccc(Br)c2)on1
 : -3%	-5%	-2%	.	4%	-8%	.	9	0%	.	.
- CCN(C(=O)COC(=O)c1ccccc1NC(=O)c1ccco1)C1CCS(=O)(=O)C1 (configuration not stated)
 : -1%	12%	-3%	8%	-7%	-2%	-5%	13	-1%	-10%	-13%
- COc1cc(/C=C(\C#N)C(N)=O)ccc1OS(=O)(=O)c1ccc(C)cc1
 : 1%	8%	0%	?	-20%	3%	-10%	-7	-3%	3%	?
- Cc1ccc(NC(=S)Nc2ccc3nc(-c4ccccn4)c(-c4ccccn4)nc3c2)cc1C
 : 0%	1%	4%	?	?	10%	14µM*	-19	-11%	0%	-1%
- CCCCOc1ccc(/C(N)=N/O)cc1
 : ?	15%	26%	-8%	-2%[2.3 µM]	?	6%	6	11µM*	5%	-10%
- Cc1cccc(C(OC(=O)c2ccco2)C(=O)NCc2ccccc2)n1 (configuration not stated)
 : -6%	1%	1%	-14%	-1%	1%	-21%	3	5%	-6%	-4%
- CCN(CC(=O)NCc1cccs1)C(=O)c1ccccc1Cl
 : 2%	?	2%	4%	3%	-2%	0%	-13	-10%	-28%	2%
- N#Cc1ccccc1OCC(=O)N1CCc2ccccc2C1
 : -1%	6%	-3%	22%	0%	2%	?	-19	78%	9%	13%
- CCCc1cc(=O)oc2cc(OCC(=O)NCCc3c[nH]c4ccccc34)ccc12
 : -5%	-4%	2%	?	1%	-6%	?	-12	-21%	35%[activator]	-10%
- COc1ccc(/C=N/N2CCOCC2)cc1O
 : 7%	12%	7%	18%	?	28%	30%	2	1%	13%	4%
- COc1cccc(C(=O)NCCS(=O)(=O)NCc2ccco2)c1
 : 6%	14%	-1%	.	2%	1%	.	-8	11%	.	.
- CC(=O)Nc1ccc(S(=O)(=O)N(C)c2ccc(OCC(=O)Nc3ccccc3C(C)=O)cc2)cc1
 : -3%	-8%	-6%	.	1%	-15%	.	-3	-50%	.	.
- O=C(Nc1ccc(NC(=O)c2cc3ccccc3o2)cc1)c1ccc2c(c1)OCCO2
 : -13%	10%	-13%	1%	-2%	0%	40%	1	-82%[inhibitor]	?	.
- COc1ccccc1CN1CC(C(=O)NC2CCOCC2)CCC1=O (configuration not stated)
 : 9%	0%	0%	6%	4%	?	28%	-13	-1%	.	-5%
- Cc1ccc(OCC(=O)N(Cc2ccccc2)C(C)(C)C)c([N+](=O)[O-])n1
 : -6%	-2%	0%	1%	4%	41%	23%	8	-18%	12%	2%
- CC(=O)Nc1ccc(NC(=O)Nc2ccc(C)c(C)c2)cc1
 : 15%	?	-1%	-12%	-2%	3%	-9%	10	40%	7%	3%
- CCOC(=O)c1c(C)n(C)c2ccc(OCC(O)CN3C(=O)c4ccccc4S3(=O)=O)cc12 (configuration not stated)
 : -9%	-1%	9%	-8%[0.365 µM]	-1%	-5%	-28%	37[activator]	-17%	-15%	-16%
- CC(C)(C)N(Cc1cc2ccccc2[nH]c1=O)C(=O)c1cccnc1
 : 1%	0%	-6%	2%	0%	-36%[inhibitor]	16%	11	-15%	1%	-1%
- CC1Oc2ccccc2C=C1/C=N/NC(=O)c1ccccc1 (configuration not stated)
 : 2.5µM*	?	?	?	6µM*	?	-15%	-9	3.2µM*	15%	-16%
- CCOC(=O)C1CCCN(C(=O)CN2C(=O)COc3ccc(C(C)(C)C)cc32)C1 (configuration not stated)
 : -3%	-1%	3%	-5%	0%	-7%	19%	0	-25%	?	-1%
- CCN(CC)CCNc1ncnc2c1sc1nc(N3CCCC3)c3c(c12)CC(C)(C)OC3
 : -11%	?	-3%	?	0%	-3%	11µM*	11	-96%[inhibitor]	-7%	-8%
- CCC(C)NC(=S)N(Cc1cc2cc(C)ccc2n2nnnc12)CC(C)(C)NC(C)C (configuration not stated)
 : 0%	1%	-3%	.	7%	.	.	?	2%	?	-4%
- COc1ccc(CSC2=CS(=O)(=O)c3ccccc3N2)cc1
 : 8%	-6%	-6%	3%	-17%	-5%	16%	-7	3%	5%	3%
- CCOC(=O)N1CCC(Nc2c(NCCN3CCN(Cc4ccccc4)CC3)c(=O)c2=O)CC1
 : -6%	0%	-4%	13%	0%	-5%	-26%	-6	-6%	-18%	0%
- CC(=O)c1ccc(NC(=O)CN(C)CC(=O)Nc2cccc(F)c2)cc1
 : -2%	0%	-1%	-12%[10 µM]	-4%	-1%	?	11	1%	1%	-3%
- COc1cccc(NC(=O)c2ccnc(N3CCC(C(=O)NCc4cc(OC)ccc4OC)CC3)c2)c1
 : -5%	-10%	-3%	5%	4%	-5%	26%	11	-2%	.	.
- CC1CN(c2ccc(Cl)cc2)c2nc3c(c(=O)[nH]c(=O)n3C)n2C1 (configuration not stated)
 : -7%	-1%	-1%	-13%	2%	0%	8%	-2	2%	-22%	.
- COc1cccc(CNCCNC(=O)c2ccco2)c1OC
 : -5%	2%	-1%	8%	0%	-3%	16%	10	-2%	-3%	-7%
- COc1ccc2[nH]c(=O)c(CN(C(C)=O)c3cccc(C)c3)cc2c1
 : -6%	1%	0%	0%	4%	-1%	16%	3	-1%	-11%	0%
- Cc1nc2nc(C)c(CCC(=O)N3CCc4ccccc43)c(C)n2n1
 : -6%	-1%	-4%	-4%	2%	1%	18%	-17	-8%	-7%	0%
- N#Cc1ccc(C(c2nnnn2C2CCCC2)N2CCC(Cc3ccccc3)CC2)cc1 (configuration not stated)
 : -2%	0%	-1%	-8%	6%	-2%	-7%	-22	-32%	9%	-1%
- COCCCNC(=O)C1C2C=CC3(CN(Cc4ccc(C)cc4)C(=O)C13)O2 (configuration not stated)
 : -3%	0%	1%	2%	0%	-4%	0%	-2	3%	-18%	4%
- CC1(CCc2ccccc2)NC(=O)N(CC(=O)N2CCCCCC2)C1=O (configuration not stated)
 : 2%	0%	-2%	.	1%	0%	.	-11	-2%	.	.
- CC(OC(=O)CNC(=O)c1ccc(Cl)cc1)C(=O)NC1CCCCC1C (configuration not stated)
 : 2%	0%	-3%	.	-2%	0%	.	7	6%	.	.
- Cc1ccc(C)c2[nH]c(=O)c(CN(CC3CCCO3)S(=O)(=O)c3ccc4c(c3)OCCO4)cc12 (configuration not stated)
 : -8%	-4%	1%	-6%	-5%	3%	2%	7	-1%	-2%	-18%
- CCOC(=O)c1ccc(NC(=O)CSCC(=O)OCC(=O)c2ccccc2)cc1
 : -9%	1%	-2%	7%	?	-2%	1%	-6	3%	5%	7%
- N#CCCCSc1nnc(CSc2nc3ccccc3s2)n1-c1ccccc1
 : 4%	-11%	1%	6%	4%	-2%	23%	-5	-20%	-11%	0%
- O=C(c1csc2c1CCCC2)N1CCN(c2cccc(C(F)(F)F)c2)CC1
 : -3%	-9%	1%	-24%	-1%	1%	20%	-2	-53%	.	1%
- Cn1nnnc1CCOCCc1nnnn1C
 : 0%	-1%	0%	-3%	-1%	2%	9%	5	10%	-3%	-4%
- O=C(/C=C/NNC(=O)c1ccccc1)c1ccccc1
 : -1%	?	5%	?	?	13%	7.9µM*	4	-1%	1%	3%
- COCCn1c(-c2ccccc2)csc1=Nc1cccnc1
 : -2%	-9%	1%	-2%	-9%	-2%	0%	-3	-23%	-13%	.
- CS(=O)(=O)Cc1ccc(C(=O)NCC2(N3CCCCC3)CCCCC2)cc1
 : -1%	10%	-1%	2%	-2%	3%	1%	5	-20%	?	-1%
- Cc1ccc(NC(=O)CSc2nc3c(cc2C#N)C(=O)CCC3)cc1S(=O)(=O)N(C)C
 : -3%	2%	1%	-22%	4%	-1%	-5%	-20	-26%	1%	5%
- CCC(=O)N1c2ccc(S(=O)(=O)CCC(=O)Nc3nccs3)cc2CC1C (configuration not stated)
 : -10%	0%	0%	-2%	-3%	8%	-2%	-17	0%	25%	0%

Only part of the results is shown. The share of hits here may be higher or lower than overall.
